# Pf Dd2 growth – blocks growth of Plasmodium falciparum Dd2 parasites | P. falciparum Dd2 growth, SYBR Green, 72 h; stronger effect = lower value | activity change, % at 10 µM | 2.3% of 94,000 active | AID 1159554; in the data active = activity change below about -80%; inconclusive = no clear call, values can overlap the other calls
# T cruzi growth – blocks T. cruzi growth in NIH3T3 culture; inhibition, % at 8.34 µM; T. cruzi beta-gal in NIH3T3, GalScreen luminescence, 90 h; 5.9% of 77,000 active;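 active = mean inhibition above about 93%, with at least 55% of replicates each passing it, limit read from the data, passing the limit was not always enough; inconclusive = only one of those two conditions holds; inactive = neither condition holds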
# C diff HTS – blocks growth of Clostridium difficile. Clostridium difficile clinical isolate growth, OD600, 24 h; stronger effect = lower value. 0.25% of 86,000 active. growth activity, negative = inhibition, % at 16 µg/mL (by protocol);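 active = mean growth activity at or below -80% and every replicate also at or below -80%; inconclusive = mean at or below -80% but some replicate above -80%; inactive = mean growth activity above -80%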;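 note: 0% = DMSO wells and -100% = levofloxacin 16 µg/mL wells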
# GASC1 inh – blocks human GASC-1 (KDM4C) demethylase activity; inhibition, % at 12.5 µM; 0.15% of 96,000 active; AID 720574; Q9H3R0; GST-KDM4C 2-372, H3K9me3 peptide, LANCE TR-FRET;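 active = mean replicate inhibition above about 25%, with at least 55% of replicates also reaching it, limit read from the data, passing the limit was not always enough; inconclusive = only one of those two conditions met; inactive = neither condition met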
# Target sequence (Q9H3R0 2-372 limits assumed): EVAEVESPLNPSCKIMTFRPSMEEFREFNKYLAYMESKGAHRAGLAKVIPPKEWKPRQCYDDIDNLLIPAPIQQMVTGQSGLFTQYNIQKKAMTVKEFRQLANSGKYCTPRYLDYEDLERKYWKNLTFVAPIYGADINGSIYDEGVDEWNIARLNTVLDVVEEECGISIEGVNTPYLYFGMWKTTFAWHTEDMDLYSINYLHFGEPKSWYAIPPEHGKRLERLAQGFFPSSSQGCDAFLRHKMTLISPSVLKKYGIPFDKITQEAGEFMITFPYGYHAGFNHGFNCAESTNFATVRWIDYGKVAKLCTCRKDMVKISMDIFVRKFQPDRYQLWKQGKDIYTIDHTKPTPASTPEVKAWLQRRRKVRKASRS
#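 Material: GST-tagged GASC-1 (JMJD2C) catalytic fragment, aa 2-372 / Quantity: enzyme final amount 10 nM / Medium: HEPES buffer, pH 7.5, plus ascorbate / Doses: one test concentration per compound / Incubation: 30 min reaction, 60 min detection, RT / Measured by: LANCE TR-FRET / Read-out: inhibition from TR-FRET ratio decrease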
# * hit, by the source's call; u = inconclusive; x = no result given; & = joins results of further samples. An excerpt; count on the stated rates, not on these rows.
# Codes – A = Pf Dd2 growth; B = T cruzi growth; C = C diff HTS; D = GASC1 inh
CCCNC(=O)N1[C@@H]2c3ccc(-c4ccccc4OC)c(=O)n3C[C@H]1[C@H](CO)[C@H]2C(=O)O
  A: 8.5 | B: 8.6 | C: 1.5 | D: -0.4
COc1ccc(OC(=O)N(C)C[C@@H]2OCc3ccccc3-c3c(n(C)c4ccccc34)C(=O)N([C@@H](C)CO)C[C@H]2C)cc1
  A: -67.8 | B: x | C: -2.0 | D: -4.6
CCCN1[C@@H]2Cn3c(ccc(-c4ccc(OC)cc4)c3=O)[C@H]1[C@@H](C(=O)OC)[C@@H]2CO
  A: 3.9 | B: 0.1 | C: -2.0 | D: -2.5
CC=Cc1ccc2n(c1=O)C[C@H]1[C@H](CO)[C@@H](C(=O)OC)[C@@H]2N1C(=O)CC1CC1 (mixture of isomers)
  A: 7.1 | B: -10.5 | C: -1.5 | D: 0.5
O=C(Cc1ccncc1)N1CCCCN2[C@@H](CO)[C@H](c3ccc(C#CC4(O)CCCC4)cc3)[C@@H]2C1
  A: -0.4 | B: 93.8 | C: -1.8 | D: 2.1
C[C@@H]1CN([C@H](C)CO)C(=O)CCCn2nncc2CO[C@H]1CN(C)C(=O)Oc1ccccc1
  A: 4.0&-8.4 | B: -8.7&-41.6 | C: x | D: 0.5
COc1ccccc1CN1[C@@H](CO)[C@@H](c2ccccc2)C12CN(C(=O)Cc1ccccc1)C2
  A: -64.2 | B: x | C: 2.4 | D: x
O=C(C1CC1)N1C[C@@H]2N[C@H](C1)[C@@H]2c1ccc(-c2ccncc2)cc1
  A: -78.7 | B: x | C: -6.1 | D: 1.0
COC(=O)[C@@H]1[C@@H](CO)[C@@H]2Cn3c(ccc(-c4ccccc4)c3=O)[C@H]1N2S(=O)(=O)c1ccccc1C
  A: 1.5 | B: 14.7 | C: -0.8 | D: -2.5
CCCN1[C@@H]2c3ccc(-c4cccc(C(=O)N(C)C)c4)c(=O)n3C[C@H]1[C@H](CO)[C@H]2C(=O)OC
  A: x | B: -13.6 | C: -10.6 | D: -2.8
O=C(Cc1ccccn1)N1CCCCN2[C@H](CO)[C@H](c3ccc(-c4ccccc4)cc3)[C@H]2C1
  A: -13.1 | B: 41.3 | C: -11.4 | D: -0.7
O=C(Cc1ccccn1)N1CC2(C1)[C@@H](c1ccccc1)[C@@H](CO)N2Cc1ccccn1
  A: 8.4 | B: x | C: 0.6 | D: 0.6
COc1ccc(-c2ccc([C@H]3[C@H]4CN(C(=O)Cc5ccncc5)CCCCN4[C@H]3CO)cc2)cc1
  A: -3.6 | B: 69.7 | C: 4.2 | D: -1.0
C[C@@H]1CN([C@@H](C)CO)C(=O)CCCn2cc(nn2)CO[C@@H]1CN(C)C(=O)Oc1ccc2ccccc2c1
  A: -4.0 | B: 11.9 | C: x | D: 1.6
COC(=O)[C@@H]1[C@@H](CO)[C@@H]2Cn3c(ccc(-c4ccccc4F)c3=O)[C@H]1N2Cc1ccncc1
  A: -15.7 | B: 19.9 | C: -3.4 | D: -0.2
C[C@H]1CN([C@@H](C)CO)C(=O)CCCn2cc(nn2)CO[C@H]1CN(C)C(=O)Oc1ccc2ccccc2c1
  A: 0.6 | B: -14.7 | C: -0.1 | D: -1.2
C/C=C/c1ccc(C2[C@@H]3CN(C(=O)C4CCC4)C[C@H]2N3)cc1 (some centres not stated)
  A: -50.0&-39.0 | B: x | C: -5.4&1.6 | D: 0.8&0.6
COC(=O)[C@H]1[C@H](CO)[C@H]2Cn3c(ccc(C4=CCCC4)c3=O)[C@@H]1N2CC1CCCC1
  A: 9.2 | B: x | C: 9.1 | D: -0.6
O=C(Cc1ccccn1)N1CCCCN2[C@H](CO)[C@H](c3ccc(-c4ccc(F)cc4)cc3)[C@H]2C1
  A: 4.9 | B: 81.5 | C: -7.3 | D: -1.2
O=C(Cc1ccccn1)N1CCCCN2[C@@H](CO)[C@H](c3ccc(C#Cc4ccccc4)cc3)[C@@H]2C1
  A: -20.0 | B: 114.3* | C: 26.9 | D: -1.5
C[C@H](CO)N1C[C@H](C)[C@H](CN(C)C(=O)Oc2ccc3ccccc3c2)OCc2cn(nn2)CCCC1=O
  A: -1.7 | B: 23.5 | C: x | D: -2.1
C[C@H](CO)N1C[C@H](C)[C@@H](CN(C)C(=O)Oc2cccc3ccccc23)OCc2cnnn2CCCC1=O
  A: -3.6 | B: -5.3 | C: x | D: 0.6
COc1ccc(C#Cc2ccc([C@H]3[C@@H](CO)N4CCCCN(C(=O)Cc5ccncc5)C[C@@H]34)cc2)cc1
  A: -44.7 | B: 107.7* | C: 2.3 | D: -2.1
O=C(Cc1ccccn1)N1CCCCN2[C@H](CO)[C@@H](c3ccc(C#Cc4ccccc4)cc3)[C@@H]2C1
  A: -70.0 | B: 30.3 | C: -8.1 | D: -0.1
COC(=O)[C@H]1[C@H](CO)[C@H]2Cn3c(ccc(-c4ccccc4)c3=O)[C@@H]1N2CCc1ccccc1
  A: 1.9 | B: 36.7 | C: -5.3 | D: -2.9
COC(=O)[C@@H]1[C@@H](CO)[C@@H]2Cn3c(ccc(-c4ccc(OC)cc4)c3=O)[C@H]1N2C(=O)c1ccccc1F
  A: 12.2 | B: -29.7 | C: 1.1 | D: -2.0
CC(C)NC(=O)N1[C@@H]2c3ccc(-c4cccc(C(=O)N(C)C)c4)c(=O)n3C[C@H]1[C@H](CO)[C@H]2C(=O)O
  A: x | B: -199.6 | C: -5.4 | D: -1.1
Cc1cccc(S(=O)(=O)N2[C@@H]3c4ccc(-c5cccc(F)c5)c(=O)n4C[C@H]2[C@H](CO)[C@H]3C(=O)O)c1
  A: -3.5 | B: 6.2 | C: 0.2 | D: -0.4
C/C=C/c1ccc([C@@H]2[C@H](CO)N3CCCCN(C(=O)Cc4cccnc4)C[C@@H]23)cc1
  A: 23.3 | B: 23.9 | C: -2.0 | D: 1.0
O=C(Cc1cccnc1)N1CCCCN2[C@H](CO)[C@@H](c3ccc(C#CC4CC4)cc3)[C@@H]2C1
  A: -16.1 | B: 47.7 | C: -9.3 | D: x
CC=Cc1ccc2n(c1=O)C[C@@H]1[C@@H](CO)[C@H](C(=O)OC)[C@H]2N1C(=O)CC (mixture of isomers)
  A: x | B: 7.0 | C: -1.6 | D: 3.3
COC(=O)[C@@H]1[C@@H](CO)[C@@H]2Cn3c(ccc(C4=CCCC4)c3=O)[C@H]1N2C(=O)CC1CC1
  A: 9.8 | B: 3.7 | C: 1.1 | D: -0.5
O=C(O)[C@H]1[C@H](CO)[C@H]2Cn3c(ccc(-c4ccncc4)c3=O)[C@@H]1N2C(=O)C1CC1
  A: x | B: 39.9 | C: x | D: -0.2
COc1ccc(OC(=O)N(C)C[C@H]2OCc3ccccc3-c3c(n(C)c4ccccc34)C(=O)N([C@H](C)CO)C[C@@H]2C)cc1
  A: u | B: x | C: 0.8 | D: 0.2
C/C=C/c1ccc(C2[C@@H]3CN(C(=O)C4CCOCC4)C[C@H]2N3)cc1 (some centres not stated)
  A: 27.6&13.1 | B: x | C: -1.2&-0.8 | D: 0.8&19.6
O=C(O)[C@@H]1[C@@H](CO)[C@@H]2Cn3c(ccc(-c4ccccc4)c3=O)[C@H]1N2C(=O)C1CCCCC1
  A: 1.9 | B: 8.4 | C: -0.2 | D: -0.6
COC(=O)C[C@H]1CC[C@H]2NC[C@@H](O)COC[C@@H]2O1
  A: -11.9 | B: 63.5 | C: 6.2&5.5 | D: 2.0
N#Cc1ccc(-c2ccc([C@@H]3[C@H]4CN(C(=O)Cc5ccccc5)CCCCN4[C@H]3CO)cc2)cc1
  A: 12.4 | B: 75.8 | C: 4.5 | D: -1.4
O=C(Cc1ccccc1)N1CCCCN2[C@H](CO)[C@@H](c3ccc(C#CC4(O)CCCC4)cc3)[C@@H]2C1
  A: -5.0 | B: 37.9 | C: -1.4 | D: -0.7
COC(=O)[C@H]1[C@H](CO)[C@H]2Cn3c(ccc(-c4ccncc4)c3=O)[C@@H]1N2CCc1ccccc1
  A: x | B: 38.7 | C: -2.8 | D: -2.4
O=C(Cc1ccccc1)N1CCCCN2[C@H](C1)[C@@H](c1ccc(C#Cc3ccccc3)cc1)[C@@H]2CO
  A: -34.0 | B: 114.9* | C: -2.1 | D: -1.5
CC=Cc1ccc2n(c1=O)C[C@H]1[C@H](CO)[C@@H](C(=O)OC)[C@@H]2N1CC1CC1 (mixture of isomers)
  A: 2.7 | B: 46.9 | C: -0.5 | D: -1.9
O=C(Cc1cccnc1)N1CCCCN2[C@H](C1)[C@H](c1ccc(C#CC3CC3)cc1)[C@@H]2CO
  A: -14.5 | B: 32.8 | C: -3.0 | D: x
COC(=O)[C@H]1[C@H](CO)[C@H]2Cn3c(ccc(-c4cncnc4)c3=O)[C@@H]1N2S(=O)(=O)c1ccccc1C
  A: -13.9 | B: 60.8 | C: 1.0 | D: -2.7
COc1cccc(-c2ccc3n(c2=O)C[C@@H]2[C@@H](CO)[C@H](C(=O)O)[C@H]3N2Cc2ccccc2F)c1
  A: x | B: 63.8 | C: x | D: 0.3
O=C(Cc1ccccn1)N1CC2(C1)[C@H](c1ccccc1)[C@H](CO)N2Cc1ccccn1
  A: -8.9 | B: x | C: 1.9 | D: 0.3
c1cncc(-c2ccc(C3[C@H]4CNC[C@@H]3N4CC3CC3)cc2)c1 (some centres not stated)
  A: 34.6 | B: x | C: -0.3 | D: 0.5
COC(=O)[C@@H]1[C@@H](CO)[C@@H]2Cn3c(ccc(C4=CCCC4)c3=O)[C@H]1N2CC1CCCC1
  A: -28.5 | B: x | C: 0.7 | D: -1.7
Cc1ccc(OC(=O)N(C)C[C@H]2OCc3ccccc3-c3c(n(C)c4ccccc34)C(=O)N([C@@H](C)CO)C[C@@H]2C)cc1
  A: -30.3 | B: x | C: 6.0 | D: -4.1
C/C=C/c1ccc(C2[C@H]3CNC[C@@H]2N3Cc2ccccn2)cc1 (some centres not stated)
  A: 9.2&-17.6 | B: x | C: 66.5&4.6 | D: 4.3&0.0

# (more compounds)
# Codes – A = Pf Dd2 growth; B = T cruzi growth; C = C diff HTS; D = GASC1 inh
O=C(O)C[C@@H]1CC[C@H]2NC[C@@H](O)COC[C@@H]2O1
  A: 12.2 | B: 82.8 | C: 7.4&-1.0 | D: -1.4
O=C(Cc1cccnc1)N1CCCCN2[C@@H](CO)[C@@H](c3ccc(C#CC4CCCC4)cc3)[C@@H]2C1
  A: -62.2 | B: 104.7* | C: 2.8 | D: -0.2
COc1ccc(C#Cc2ccc([C@@H]3[C@H](CO)N4CCCCN(C(=O)Cc5cccnc5)C[C@@H]34)cc2)cc1
  A: -15.7 | B: 112.1* | C: 20.3 | D: -1.1
O=C(O)[C@@H]1[C@@H](CO)[C@@H]2Cn3c(ccc(-c4ccncc4)c3=O)[C@H]1N2C(=O)C1CCC1
  A: 14.3 | B: 32.9 | C: -2.2 | D: -0.6
COC(=O)C[C@H]1CC[C@H]2NC[C@H](O)COC[C@@H]2O1
  A: -9.5 | B: 60.4 | C: -0.6&-4.5 | D: -3.9

# In the list so far, 9 contain four or more nitrogen atoms:
# Codes – A = Pf Dd2 growth; B = T cruzi growth; C = C diff HTS; D = GASC1 inh
C[C@@H]1CN([C@H](C)CO)C(=O)CCCn2nncc2CO[C@H]1CN(C)C(=O)Oc1ccccc1
  A: 4.0&-8.4 | B: -8.7&-41.6 | C: x | D: 0.5
O=C(Cc1ccccn1)N1CC2(C1)[C@@H](c1ccccc1)[C@@H](CO)N2Cc1ccccn1
  A: 8.4 | B: x | C: 0.6 | D: 0.6
C[C@@H]1CN([C@@H](C)CO)C(=O)CCCn2cc(nn2)CO[C@@H]1CN(C)C(=O)Oc1ccc2ccccc2c1
  A: -4.0 | B: 11.9 | C: x | D: 1.6
C[C@H]1CN([C@@H](C)CO)C(=O)CCCn2cc(nn2)CO[C@H]1CN(C)C(=O)Oc1ccc2ccccc2c1
  A: 0.6 | B: -14.7 | C: -0.1 | D: -1.2
C[C@H](CO)N1C[C@H](C)[C@H](CN(C)C(=O)Oc2ccc3ccccc3c2)OCc2cn(nn2)CCCC1=O
  A: -1.7 | B: 23.5 | C: x | D: -2.1
C[C@H](CO)N1C[C@H](C)[C@@H](CN(C)C(=O)Oc2cccc3ccccc23)OCc2cnnn2CCCC1=O
  A: -3.6 | B: -5.3 | C: x | D: 0.6
CC(C)NC(=O)N1[C@@H]2c3ccc(-c4cccc(C(=O)N(C)C)c4)c(=O)n3C[C@H]1[C@H](CO)[C@H]2C(=O)O
  A: x | B: -199.6 | C: -5.4 | D: -1.1
COC(=O)[C@H]1[C@H](CO)[C@H]2Cn3c(ccc(-c4cncnc4)c3=O)[C@@H]1N2S(=O)(=O)c1ccccc1C
  A: -13.9 | B: 60.8 | C: 1.0 | D: -2.7
O=C(Cc1ccccn1)N1CC2(C1)[C@H](c1ccccc1)[C@H](CO)N2Cc1ccccn1
  A: -8.9 | B: x | C: 1.9 | D: 0.3

# Screening results deposited in PubChem by Broad Institute.
